Screens from PubChem.
FLuc counter: counter-screen for miR-21 project: firefly luciferase inhibitors or activators. Potency, µM (highest dose often 57.5 µM), for inactives: top-dose activity change, negative = inhibition, most hits filed as inhibitors. P08659. 6.9% of 360,000 active. AID 588342. purified FLuc, Km substrates, luminescence inhibition;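 note: potency is the fitted concentration of half-maximal effect; plate controls were vehicle for no effect and reference inhibitor for full effect; nearly all actives have a fitted effect of over 55% in size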
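Purified P. pyralis luciferase, 10 nM final, with Km-level 10 uM D-luciferin and 10 uM ATP in 50 mM Tris acetate pH 7.5, 10 mM Mg acetate, 0.01% Tween-20, 0.05% BSA; 6-point qHTS titration about 60 µM downward; luminescence read.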
ELG1 repair inh: inhibitors of ELG1-dependent DNA repair in HEK293T cells | HEK293T ELG1-luciferase reporter, luminescence, 16 h; DNA damage induced by 5-fluorouridine | Potency, µM (doses to about 46.1 µM), for inactives: at the top dose activity change, negative = inhibition, hits mostly inhibitors | 2.3% of 330,000 active | AID 504467; note: potency is the fitted concentration of half-maximal effect; % is set by controls: 0 for no effect and ±100 for the full control effect; nearly all actives have a fitted effect of over 55% in size
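HEK293T cells expressing luciferase-tagged ELG1 (2,000/well) received 5-Fluorouridine plus compound or DMSO for 16 hr at 37 °C. Luciferase was read by ONE-Glo luminescence after 30 min at room temperature.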
PKM2 activator: activators of human pyruvate kinase M2; purified PKM2, Kinase-Glo ATP luminescence, activation; response scale: 0% is enzyme alone, no compound; Potency, µM (series often up to 57.5 µM), for inactives: at the highest dose activation, actives largely listed as activators; AID 1631; P14618; 0.34% of 260,000 active; note: potency is the fitted concentration of half-maximal effect; % is set by controls: 0 for no effect and ±100 for the full control effect; nearly all actives have a fitted effect of over 55% in size
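Kinase-Glo luminescence reports ATP generated from ADP (0.1 mM) and PEP (0.5 mM) by purified hPK-M2 after 1 h at room temperature, pH 7.2 imidazole buffer; intermediate enzyme activity allows detecting inhibitors and activators.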
Gal4-VP16 FLuc: counter-screen for ROR gamma inhibitors: Gal4-VP16 reporter. 3.5% of 310,000 active. Potency, µM (series often up to 53.6 µM), without a hit: top-dose activity, negative = inhibition, actives largely listed as inhibitors. AID 2546. Drosophila S2 Gal4-VP16 UAS-luciferase, luminescence, 20 h;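 note: Gal4-VP16 expression switched on by copper sulfate through the metallothionein promoter; potency is the fitted concentration of half-maximal effect; % is set by controls: 0 for no effect and ±100 for the full control effect; nearly all actives have a fitted effect of over 50% in size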
MBNL1 CUG block: inhibitors of human MBNL1 binding to CUG repeat RNA. TR-FRET MBNL1-His/biotin-(CUG)12 binding, 665/545 ratio. Potency, µM (highest dose often 57.5 µM), without a hit: at the highest dose activity change, negative = inhibition, most hits filed as inhibitors. 0.036% of 280,000 active; active = well fitted inhibition curve with a large enough effect in the signal ratio, with a control signal flat, not every such curve was filed as active; inconclusive = small, poorly fitted or top-dose-only effect, or effect the other way, or a change in a side signal; inactive = no such curve, though single readings can be large or run the other way; the % refers to the signal ratio; note: potency is the fitted concentration of half-maximal effect; % is set by controls: 0 for no effect and ±100 for the full control effect
Target sequence (Q9NR56 whole entry, looked up): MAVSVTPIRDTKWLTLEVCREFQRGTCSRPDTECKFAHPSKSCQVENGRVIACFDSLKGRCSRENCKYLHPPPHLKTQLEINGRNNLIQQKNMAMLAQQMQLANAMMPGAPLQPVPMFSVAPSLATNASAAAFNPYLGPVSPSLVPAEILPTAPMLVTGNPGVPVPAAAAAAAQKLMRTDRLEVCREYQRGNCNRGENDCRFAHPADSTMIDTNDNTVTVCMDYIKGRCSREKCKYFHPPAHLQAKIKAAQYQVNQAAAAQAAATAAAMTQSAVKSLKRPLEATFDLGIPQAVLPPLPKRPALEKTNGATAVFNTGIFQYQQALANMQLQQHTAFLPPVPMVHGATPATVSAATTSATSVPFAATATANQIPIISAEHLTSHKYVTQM
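Compound titration spanned 92 nM–58 uM against the MBNL1-His/biotin-(CUG)12 complex. After 60 min at room temperature with 5 nM streptavidin-XL665 and 0.055 ng/ul terbium anti-His, ratiometric 665/545 nm emission (Ex 340 nm) normalized to controls.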
Mito fusion act: blocks mitochondrial division or promotes mitochondrial fusion; AID 485298; Potency, µM (highest dose often 46.1 µM), inactives show top-dose growth rescue (activation), usual class: activators; S. cerevisiae fusion-defective mutant growth rescue, CellTiterGlo 48 h; 0.23% of 320,000 active;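 note: potency is the fitted concentration of half-maximal effect; % of control where 0% means no effect; nearly all actives have a fitted effect of over 45% in size; temperature-sensitive fusion mutants such as fzo1-1 at 37 °C on non-fermentable ethanol glycerol medium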
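S. cerevisiae fusion-defective temperature-sensitive mutants (e.g. fzo1-1, mgm1-5) grown 48 h at 37C in YPEG (ethanol/glycerol non-fermentable) medium with 23 nl compound per well; growth rescue read as CellTiterGlo luminescence.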
RORg inh: inhibitors of mouse ROR gamma transcriptional activity | AID 2551 | Potency, µM (doses to about 53.6 µM), for inactives: at the top dose activity change, negative = inhibition, usual class: inhibitors | 5.4% of 310,000 active | Drosophila S2 Gal4-RORgamma UAS-luciferase reporter, 20 h | P51450; note: potency is the fitted concentration of half-maximal effect; % is set by controls: 0 for no effect and ±100 for the full control effect; nearly all actives have a fitted effect of over 60% in size
Target sequence (P51450 whole entry, looked up, the tested form may be a part): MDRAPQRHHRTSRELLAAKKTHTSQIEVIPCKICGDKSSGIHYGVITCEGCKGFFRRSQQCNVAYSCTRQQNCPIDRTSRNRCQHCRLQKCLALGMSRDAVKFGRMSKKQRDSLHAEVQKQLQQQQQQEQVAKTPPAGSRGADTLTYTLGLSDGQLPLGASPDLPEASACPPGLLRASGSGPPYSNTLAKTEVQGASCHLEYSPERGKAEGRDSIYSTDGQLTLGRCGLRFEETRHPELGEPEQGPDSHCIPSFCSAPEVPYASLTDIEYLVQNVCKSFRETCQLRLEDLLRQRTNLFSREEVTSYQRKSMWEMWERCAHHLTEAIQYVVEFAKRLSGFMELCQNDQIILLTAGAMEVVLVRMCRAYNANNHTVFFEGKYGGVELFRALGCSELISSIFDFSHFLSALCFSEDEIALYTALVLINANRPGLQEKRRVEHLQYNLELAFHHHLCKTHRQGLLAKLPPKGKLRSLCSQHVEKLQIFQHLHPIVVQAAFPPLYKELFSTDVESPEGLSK
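ROR gamma transcriptional activity was tracked as Gal4-UAS luciferase output in stably transfected Drosophila Schneider cells, with compound added 1 hr before 700 uM copper sulfate induction and a 20 hr ambient-temperature incubation.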
NPC1 promoter act: activates the NPC1 promoter. Huh7 NPC1 promoter luciferase reporter, 24 h. Potency, µM (top dose mostly 9.22 µM), without a hit: at the top dose activation, hits mostly activators. 2.4% of 320,000 active. AID 485313;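 note: potency is the fitted concentration of half-maximal effect; % of control where 0% means no effect; nearly all actives have a fitted effect of over 60% in size; reporter is driven by a mutant NPC1 promoter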
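Huh7 reporter cells (NPC1 promoter driving luciferase) are dosed with compound for 24 h at 37 °C, 5% CO2; luciferase detection reagent is then added and luminescence measured after 10 min at ambient temperature.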
Rab9 promoter act: activators of Rab9 promoter. Potency, µM (titrated, usually from 9.22 µM), for inactives: at the highest dose activation, negative = inhibition, actives largely listed as activators. Huh7 Rab9 promoter-luciferase reporter, luminescence, 24 h. 2.8% of 320,000 active; note: potency is the fitted concentration of half-maximal effect; % of control where 0% means no effect; nearly all actives have a fitted effect of over 60% in size
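Luminescence read-out: Huh7 cells stably expressing Rab9-luciferase, treated 24 h with compound at 37 °C, then lysed with luciferase reagent for 10 min at ambient before reading.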
KCNH2 3.1 inh: inhibitors of human KCNH2 3.1 potassium channel isoform; U2OS KCNH2 3.1, thallium flux FluxOr; active compounds read low; activity change, % (tested at about 1.8 µM); 0.95% of 340,000 active; AID 720553;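 active = maximum activity change below -70%; inconclusive = maximum activity change from -70% to -50%; inactive = maximum activity change above -50%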;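 note: thallium influx rate constant from kinetic fluorescence after stimulation buffer; % is set by controls: 0 for no effect and ±100 for the full control effect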
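Normalized rate constant (relative to positive and negative DMSO controls) derived from a 2 min kinetic fluorescence read after stimulation; U2OS cells expressing the 3.1 isoform via virus at 1.77 x 10^8 /mL.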
Menin MLL FP TR: inhibitors of human menin-MLL interaction, mutant MLL peptide; O00255; Menin + Texas Red MLL mutant peptide, fluorescence polarization; Potency, µM (doses to about 61.6 µM), for the others: at the highest dose FP activity change, negative = inhibition, usual class: inhibitors; 0.23% of 270,000 active; AID 1768; active = well fitted inhibition curve with a large enough effect in the polarisation, with a control signal flat, not every such curve was filed as active; inconclusive = small, poorly fitted or top-dose-only effect, or effect the other way, or a change in a side signal; inactive = no such curve, though single readings can be large or run the other way; the % refers to the polarisation; note: potency is the fitted concentration of half-maximal effect; % of control where 0% means no effect; many of its hits are not listed in these tables
The depositor's hits bear a star; ? = inconclusive; . = no result given; [ ] = dose if it differs, or a comment. Unless noted, calls come from the whole dose curve; as a rule, active = well fitted curve in the direction sought with a large enough effect; inconclusive = small, poorly fitted or top-dose-only effect, or another doubt; inactive = no such curve, though single readings can be large; an effect the other way counts as inactive or inconclusive. The list is partial, so the mix of outcomes need not match the whole.

Screens in order – FLuc counter | ELG1 repair inh | PKM2 activator | Gal4-VP16 FLuc | MBNL1 CUG block | Mito fusion act | RORg inh | NPC1 promoter act | Rab9 promoter act | KCNH2 3.1 inh | Menin MLL FP TR
COc1ccc(/C=N/NS(=O)(=O)c2ccc(C)cc2)cc1
→ 4% | -7% | . | 6% | 6% | -24% | 7% | 2% | 2% | -17 | 35%[activator]
O=S(=O)(c1ccc(Br)s1)N1CCc2ccccc2C1
→ 14% | -5% | 2% | 1% | -1% | 13% | ? | -3% | -6% | 8 | 3%
O=C(O)c1ccc(Nc2nc(-c3cccnc3)nc3ccccc23)cc1
→ ? | 7% | 3% | -3% | 7% | 3% | -7% | 0% | 1% | . | -14%
Cc1ccc[n+](C(C)C(=O)Nc2ccc(C)c([N+](=O)[O-])c2)c1 (centres undefined)
→ -2% | -3% | -2% | -1% | ? | -2% | -8% | -1% | -2% | 3 | 17%
Cc1ccccc1OCCC(=O)N(CC(=O)Nc1ccccc1C(F)(F)F)Cc1ccco1
→ 4% | ? | . | . | . | 2% | . | 1% | 3% | -9 | .
O=[N+]([O-])c1ccc(COc2ncnc3ccccc23)cc1
→ 1% | 1% | -3% | -1% | ? | 7% | 3% | 0% | -2% | -192* | -16%
CCCN(CC(=O)Nc1ccc(F)c(F)c1F)CC(=O)Nc1c(C)n(C)n(-c2ccccc2)c1=O
→ . | 0% | . | . | . | 0% | . | -4% | 1% | 4 | .
Cc1ccc(NC(=O)C(C)S)cc1 (centres undefined)
→ -8% | 7% | -19% | -6% | -1% | ? | 1% | -1% | -4% | 10 | 25%
Cc1ccc2c(c1)N(C(=O)c1ccco1)C(C)(C)c1ssc(=S)c1-2
→ 1% | -24% | -1% | -5% | 15% | 5% | -12% | -3% | 0% | -12 | ?
CCCCOCCCNC(=O)c1cccs1
→ 1% | 0% | -3% | . | 1% | -3% | 10%[0.365 µM] | -4% | 2% | 8 | -18%
COc1ccc(Cl)cc1NC(=O)CN(C)CC(=O)Nc1ccc(Br)cc1
→ ? | -3% | -2% | -3% | -7% | -6% | ? | -6% | 1% | -1 | 17%
O=C(O)CSCC(=O)Nc1ccc(S(=O)(=O)N2CCCCC2)cc1
→ 2% | 17% | 1% | -4% | -11% | 0% | 9% | -1% | 1% | -2 | -2%
C#CCNC(=O)C1=C[C@@H](C2CCCCC2)C[C@@H](OCc2ccc(CO)cc2)O1
→ 15µM* | -21% | 3% | -16% | -1% | 1% | 41% | 1% | -5% | 22 | ?
Cc1sc2ncn(CC(=O)N3CCN(c4ccccc4)CC3)c(=O)c2c1S(=O)(=O)N1CCOCC1
→ 0% | -1% | 0% | 2% | -2% | 13% | 10% | 0% | 3% | -6 | -11%
CC(C)CNC(=O)CC1Nc2ccccc2NC1=O (centres undefined)
→ -1% | -14% | 4% | 0% | 17% | -1% | 21% | 1% | 3% | 18 | -4%
CCC(C(=O)O)n1nc(-c2ccccc2)c2cc(Cl)ccc21 (centres undefined)
→ ? | -11% | -2% | 7% | -3% | -1% | 15% | 0% | -8% | -3 | 17%
COc1ccccc1NC(=O)c1csc(-n2nc(C)cc2C(F)(F)F)n1
→ -2% | 1% | 2% | -3% | 2% | -2% | -18% | -8% | 0% | -9 | -18%
COc1ccccc1NC(=O)C(=O)N/N=C/c1ccc([N+](=O)[O-])s1
→ 5% | -16% | 2% | 5%[10 µM] | ? | -2% | 15% | -6% | -2% | -20 | ?
CCC1CCC2(CC1)NC(=O)N(CC(=O)Nc1cccc(S(=O)(=O)N(C)c3ccccc3)c1)C2=O (centres undefined)
→ 1% | ? | . | . | . | 0% | . | -2% | -7% | -19 | .
Cc1nnsc1C(=O)Nc1cccc(Cl)c1Cl
→ 1% | ? | 3% | 4% | 3% | -4% | -28% | -1% | 2% | 15 | 7%
O=S(Cc1cc(Sc2ccccc2)nc(-c2ccccc2)n1)c1ccccc1 (centres undefined)
→ 1% | ? | -4% | 1% | 2% | ? | -40% | 2% | -5% | -22 | .
CC1SC(c2ccc(F)cc2)NC1=O (centres undefined)
→ 3% | -2% | -1% | 2% | -6% | -6% | 1% | -8% | -2% | -7 | -1%
Cc1ccc(C)c(CN2C(=O)CSc3ccc(C(=O)N4CCCC4)cc32)c1
→ -1% | -2% | 3% | 27% | -1% | 8% | -23% | -2% | -2% | -15 | ?
CCn1c(SCc2nc(-c3ccc(OC)c(OC)c3)no2)nnc1-c1cccs1
→ ? | ? | 5% | -2% | -11% | 0% | -12% | 2% | -7% | -10 | -4%
COc1ccccc1CN1C(=O)CCC1(C)C(=O)NCc1cccnc1 (centres undefined)
→ 1% | 11% | 11% | -2% | -1% | -1% | 11% | -2% | 2% | -5 | -7%
CN1CCN(C(=O)c2c(O)c3cccc4c3n(c2=O)CC4)CC1
→ 2% | -1% | -5% | 1% | 0% | 3% | 8% | 0% | -8% | 1 | -2%
Cc1csc(=O)n1CC(=O)OCC(=O)NNC(=O)c1ccccc1
→ 2% | 1% | 0% | ? | 3% | 2% | -7% | -1% | 1% | 4 | 8%
O=C(CCCCC(=O)Nc1ccccc1Cl)Nc1ccccc1Cl
→ 0% | 6% | . | -7% | -1% | 0% | -22% | 0% | -5% | 4 | ?
CC(C)(C)N1CC2([N+](=O)[O-])CN(C(C)(C)C)CC([N+](=O)[O-])(C1)C2
→ 12% | -1% | 2% | -2% | -2% | 2% | -23% | -1% | -7% | -32 | -2%
O=C(COc1ccc(-n2cnnn2)cc1)NCCc1ccc(F)cc1
→ -1% | 3% | 0% | -7% | -2% | 6% | 15% | 2% | 3% | 13 | 1%

Next entries follow.
Screens in order – FLuc counter | ELG1 repair inh | PKM2 activator | Gal4-VP16 FLuc | MBNL1 CUG block | Mito fusion act | RORg inh | NPC1 promoter act | Rab9 promoter act | KCNH2 3.1 inh | Menin MLL FP TR
O=C(OCc1ccccc1Cl)C1CC(=O)N(Cc2ccco2)C1 (centres undefined)
→ 0% | 16% | . | . | . | -2% | . | 0% | 1% | 12 | .
Cc1cc(/C=C(\C#N)C(=O)NCc2ccco2)c(C)n1-c1cccnc1
→ 15µM* | 6% | 3% | 29% | ? | -3% | ? | ? | ? | 5 | .
Cc1cccc2c1N(C(=O)c1ccco1)C(C)(C)c1ssc(=S)c1-2
→ -1% | 15% | -2% | -1% | 4% | 1% | -2% | -2% | 1% | 3 | -19%
Cn1c(-c2ccccc2)cnc1SCC(=O)N1CCCc2ccccc21
→ ? | 7% | -6% | ? | . | 0% | ? | 3% | 2% | 2 | -16%
